# Yeast tox = Inhibits yeast growth, turbidity readout. S. cerevisiae wild-type growth, A595 turbidity, 16 h. growth inhibition, % at 25 µM (by protocol). 30,000 compounds, 0.3% hits;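 active = mutant and wild-type yeast strains alike exhibit over 30% growth inhibition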;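 note: 0% = untreated cell controls and 100% = YPD media blanks without cells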
#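 Schedule: 16 h growth with compound, 30 °C. System: yeast, wild-type or eIF2Bepsilon-R284H mutant. Doses: one dose, 25 µM compound[…]. Buffer or medium: YPD. Signal: turbidity measured as absorbance at 595 nm. Read-out basis: growth inhibition (%) versus cell controls and blanks.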
# eIF2B yeast act = eIF2B (yeast) activity modulation. S. cerevisiae eIF2B-epsilon R284H, GCN4-lacZ luminescence. inhibition, % at 25 µM (by protocol). 27,000 compounds, 0.91% hits. AID 688;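 active = mutant luminescence inhibited past about 50% while wild type luminescence and mutant growth stay under set limits, limit read from the data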; note: some compounds called inactive have numbers as strong as hits
#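 Assay system: yeast eIF2B-epsilon R284H mutant carrying GCN4–beta-galactosidase fusion / Buffer or medium: YPD / Incubation: 16 h growth with compound at 30 °C, 90 min Beta-Glo step / Detection: Beta-Glo luminescence after Z-buffer lysis, growth by 595 nm absorbance / Read-out: % inhibition of reporter signal and growth versus controls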
# Yeast tox inhibition % = second read-out of Yeast tox, no call of its own (marks repeat the call); growth inhibition, %; S. cerevisiae eIF2Bepsilon-R284H mutant growth, A595 turbidity, 16 h;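 each compound tested once at 25 µM; 0% equals untreated cells and 100% equals cell-free medium blanks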
# eIF2B yeast act mutant toxicity = also measured in eIF2B yeast act; calls as there; growth inhibition, %; measured here: mutant yeast growth, toxicity;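 each compound tested once at 25 µM; zero equals untreated control growth and 100 equals blank medium absorbance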
# * marks the source's active call; other numbers are inactive results; · = no result given.
SMILES,Yeast tox,Yeast tox inhibition %,eIF2B yeast act,eIF2B yeast act mutant toxicity
CCOc1ccc(N(CC(=O)NC(C)(C)C)C(=O)c2ccco2)cc1,21,-8,15,-8
CC1=Nn2c(nc(-c3ccccc3)c2-c2ccccc2)N(CC(N)=O)C(=O)C1,13,15,18,15
CCOC(=O)c1sc(N)c(C#N)c1CSc1nc2ccc(C)cc2[nH]1,1,-10,-4,-10
Cc1ccc2c(c1)c1ncnc(N3CCc4ccccc4C3)c1n2C,12,-10,17,-10
COc1ccc(NC(=O)c2cccnc2N2CCCCC2)cc1,15,0,25,·
c1cncc(C(c2nnnn2C2CCCC2)N2CCCC2)c1 (configuration not stated),17,3,12,3
CCCN(CCC)C(=O)Cc1coc2ccc3ccccc3c12,9,6,16,6
COC(=O)c1ccc(OCC(=O)Nc2nn(-c3ccccc3)nc2C(N)=O)cc1,-17,8,3,8
CCOc1ccc2nc(SCC(=O)c3ccc(Cl)s3)sc2c1,-15,-5,·,·
O=C(CNC(=O)c1ccco1)NCCCc1ccccc1,14,4,16,4
Cc1nc2ncnn2c(C)c1CCC(=O)NC(C)CCc1ccco1 (configuration not stated),13,-10,20,-10
COc1ccc(C2C(C(=O)Nc3cccc(C)n3)c3ccccc3C(=O)N2C)cc1 (configuration not stated),0,2,10,2
O=C(N1CCCCCC1)N1CCN(C(=O)N2CCOCC2)CC1,6,9,30,9
COCCNS(=O)(=O)c1ccc(F)c(OC)c1,11,22,10,22
CC(=O)N1C(=O)c2cccc3cccc(c23)C(=O)N1C(C)=O,4,-4,-4,-4
c1ccc(-c2cn3cccnc3n2)cc1,-2,2,-14,2
COc1ccc(C(=O)N2CCC(C(=O)c3ccc(F)cc3)CC2)cc1,-7,-3,-2,-3
CCOC(=O)C1CCN(C(=O)Nc2cccc(Cl)c2)CC1,-3,26,35,26
CCCCNC(=O)c1ccc2c(c1)ncn2C1CCCC1,18,5,·,·
Cc1ccc(S(=O)(=O)N2CCCC2C(=O)Nn2cnnc2)cc1 (configuration not stated),6,5,-13,5

# Quoted from the listing:
# In eIF2B yeast act, `COc1ccc(NC(=O)c2cccnc2N2CCCCC2)cc1` has 25
# In eIF2B yeast act, `CCCN(CCC)C(=O)Cc1coc2ccc3ccccc3c12` has 16
# In Yeast tox, `CCOc1ccc2nc(SCC(=O)c3ccc(Cl)s3)sc2c1` has -15

# Additional records
SMILES,Yeast tox,Yeast tox inhibition %,eIF2B yeast act,eIF2B yeast act mutant toxicity
CCOC(=O)c1nc(Nc2ccc(C)cc2)c2ccccc2n1,18,3,·,·
Nc1nc(-c2ccccc2)cc(-c2ccccc2O)n1,6,10,14,10
Cc1ccc(S(=O)(=O)N(CC(=O)O)Cc2ccccc2F)cc1,-7,11,·,·
COc1ccc(Cc2nnc(NC(=O)C3CCCO3)s2)cc1 (configuration not stated),-1,-7,·,·
C=CCSc1nncn1/N=C/c1ccc(OC)cc1,-10,-2,11,-2
Cc1occc1-c1nnc(SCC(=O)Nc2ccccc2)n1C(C)c1ccccc1 (configuration not stated),5,-2,9,-2
N#Cc1c(SCc2cccc(Cl)c2)sc(C(=O)c2ccccc2)c1N,9,-2,0,-2
CCOC(=O)N1CCN(C(=O)CN(Cc2ccccc2)S(=O)(=O)c2ccc(OC)c(Cl)c2)CC1,17,22,1,22
COc1ccccc1-c1cc(C(F)(F)F)nc(N2CCCCC2)n1,-4,12,·,·
O=C1c2ccccc2C(=O)N1CCc1nc2ccccc2c(=O)n1CCCn1ccnc1,10,12,23,12
Cc1c(O)ccc(/C(Cc2ccc3ccccc3n2)=N\O)c1O,0,-14,37,-14
Cc1nc2ncnn2c(C)c1CCC(=O)O,·,·,-37,·
CC(C)Sc1nnc([C@@H]2CCCN2C(=O)OC(C)(C)C)o1,21,-7,24,-7
COc1ccc(-c2nc(-c3ccccc3)c(-c3cccs3)[nH]2)cc1OC,26,24,4,24
CCN(CC)CCNC(=O)Cn1c(C)cc2ccccc2c1=O,31,15,·,·
CS(=O)(=O)N1CCc2cc(C(=O)N3CCCCC3)ccc21,-7,18,10,18
CCc1c(O)cc2n(c1=O)-c1ccccc1C2(C)C,-15,-4,8,-4
COC(=O)c1ccc(CSc2nc3c(cnn3-c3ccc(C)cc3)c(=O)[nH]2)o1,-21,-17,-28,-17
COc1ccc(OC)c(NC(=O)C2CCCN(S(=O)(=O)c3c(C)noc3C)C2)c1 (configuration not stated),11,-7,21,-7
CCOC(=O)C1CCN(C(=O)C2CC(=O)N(c3ccc(C)cc3)C2)CC1 (configuration not stated),-8,-4,-10,-4
CC(C)(C)c1cc(Cc2ccccc2)[nH]n1,·,·,-28,·
CC(=O)N1C(c2ccccc2)CC(=O)OC1c1ccc2c(c1)OCO2 (configuration not stated),0,6,27,6
CC(=O)N1CCc2cc(S(=O)(=O)CCC(=O)O)ccc21,10,7,9,7
CC(NC(=O)CCC1COc2ccccc2O1)c1ccccc1 (configuration not stated),20,5,10,5
Cc1oc(C)c(C(=O)NCCCC(=O)O)c1C(=O)NCCCC(=O)O,6,7,-23,7
Cc1ccc(-n2nnnc2SCCNS(=O)(=O)c2ccccc2)cc1C,-2,-7,22,-7
CC(C)Cc1ccc(C#N)c(SCC(N)=O)n1,17,29,18,29
CCOC(=O)C1C(=O)NC(N2CCN(c3ccccc3)CC2)=NC1c1ccccc1 (configuration not stated),0,5,6,5
COc1ccc(C(=O)N/C(N)=N/c2nc3ccccc3o2)cc1,-11,-14,19,-14
CC1(C)CC2CC(C)(CN2c2ncnc3ccccc23)C1 (configuration not stated),-9,2,37,2
CCN(CC)S(=O)(=O)N1CCC(C(=O)NC(C)CCc2ccccc2)CC1 (configuration not stated),14,0,22,·
Cc1cc(C)c(C(=O)c2ccc(C(=O)N(C(C)C)C(C)C)cc2)c(C)c1,-5,0,4,·
O=C(COc1cccc2cccnc12)Nc1nccs1,14,3,39,3
Cn1c2c(c(=O)n(C)c1=O)C(c1cccc([N+](=O)[O-])c1)Nc1ccccc1O2 (configuration not stated),-19,-14,20,-14
COc1ccc(OCCSc2nnc(CC(=O)Nc3cccc(Cl)c3Cl)n2C)cc1,11,14,2,14
CCc1ccccc1NC(=O)/C(=C/c1ccco1)c1ccccc1,30,5,10,5
Cc1ccc2c(C)ccc(O)c2n1,19,11,19,11
Cc1ccc(S(=O)(=O)N(CC(=O)NC2CCCCCC2)c2ccccc2F)cc1,3,3,32,3
Cc1ccc(C(=O)N2CCSCC2)cc1,19,6,-6,6
CCC1(CC)C(=O)N(C)C(=O)NC1=Nc1ccccc1,9,6,5,6

# Whole records as entered above.
# O=C(COc1cccc2cccnc12)Nc1nccs1 across the screens: Yeast tox: 14; Yeast tox inhibition %: 3; eIF2B yeast act: 39; eIF2B yeast act mutant toxicity: 3
# Cc1ccc2c(C)ccc(O)c2n1 across the screens: Yeast tox: 19; Yeast tox inhibition %: 11; eIF2B yeast act: 19; eIF2B yeast act mutant toxicity: 11

# Continued.
SMILES,Yeast tox,Yeast tox inhibition %,eIF2B yeast act,eIF2B yeast act mutant toxicity
C(=N\n1cnnc1)/C1CCCCC1,19,4,5,4
Cc1ccc(Nc2ncnc3sc(C)c(C)c23)cc1C,3,35,15,35
CC(=O)Nc1ccc(C(=O)Cn2nnc3ccccc3c2=O)cc1,-3,-10,-31,-10
Cc1ccc(C)c(NC2=NS(=O)(=O)c3ccccc32)c1,-16,-8,6,-8
O=C(OCC(=O)N1CCN(C(=O)c2ccco2)CC1)c1cc(-c2cccc(Br)c2)nc2ccccc12,11,8,·,·
Cc1ccc(CNC(=O)CCCn2c(=O)[nH]c3ccccc3c2=O)cc1,-41,-29,8,-29
COc1ccc(OC)c(N(CC(=O)Nc2ccc(NC(C)=O)cc2)S(C)(=O)=O)c1,-7,-25,42,-25
Cc1cc(SCC(=O)c2ccccc2)nc(C)n1,-2,10,11,10
CC(=O)C1=C(O)C(=O)N(CCC(=O)O)C1c1ccccc1Cl (configuration not stated),10,16,13,16
CC(C)c1ccc(C(=O)CSc2n[nH]c(-c3ccncc3)n2)cc1,14,11,·,·
Cc1ccc2[nH]cc(C(=O)CN3CCN(C)CC3)c2c1,17,-5,-7,-5
CC(C)(C)n1ncc2c(=O)n(CC(=O)c3ccc(Cl)cc3)cnc21,-4,5,9,5
CCCCn1c2nc3ccccc3nc2c2c(=N)oc(C)nc21,7,-9,3,-9
O=C(Cc1c(F)cccc1Cl)c1ccc(O)cc1O,14,15,26,15
c1cc2c3c(cccc3c1)C(N1CCCCCC1)=N2,-13,10,-42,10
Cc1ccc(Cl)cc1N1CCN(CC(=O)Nc2ccc3[nH]c(=O)[nH]c3c2)CC1,·,·,1,·
CCOC(=O)CSc1nnc(CNC(=O)Cc2ccccc2)n1C,1,-5,-17,-5
CCn1c(=N)n(CC(=O)C23CC4CC(CC(C4)C2)C3)c2ccccc21,-12,5,15,5
CCCOc1ccc(/C(O)=C2/C(=O)C(=O)N(CCCN3CCOCC3)C2c2ccncc2)cc1 (configuration not stated),-2,0,24,·
c1coc(CNCC2OCCc3ccccc32)c1 (configuration not stated),11,-13,·,·
COc1ccc(NC(C)=O)cc1NC(C)C(=O)Nc1ccc(F)c(F)c1F (configuration not stated),-4,-5,-2,-5
CSc1nc(C2CC2)cc(-c2cccs2)c1C#N,-6,3,17,3
COc1ccc(S(=O)(=O)Nc2ccc(C)cc2)cc1OC,-9,-8,27,-8
CCCCNC(=O)OCCNC(=O)Oc1cccc(C)c1,-5,-4,16,-4
CC1=C(C#N)C2C(/C1=N/O)C2(C)C (configuration not stated),9,13,20,13
COc1ccc(C(=O)n2nc(-c3ccccc3)nc2N)cc1OC,-11,3,38,3
COc1cccc(NC(=O)N2CCCC2C(=O)NCC(C)C)c1 (configuration not stated),4,-5,·,·
Brc1ccc(NCc2nnc3n2CCCCC3)cc1,25,18,17,18
CC1CCCCN1C(=O)c1cnn2c(C(F)(F)F)cc(-c3ccco3)nc12 (configuration not stated),5,-3,21,-3
Cc1ccccc1C(=O)N=c1c(C#N)cc2c(=O)n3cccc(C)c3nc2n1Cc1ccco1,13,2,21,2
COc1cc(NC(=O)c2noc3c2CCCC3)c(OC)cc1Cl,11,-12,-23,-12
Cc1[nH]nc2c1C(c1cccc(OC(=O)N3CCOCC3)c1)C(C#N)=C(N)O2 (configuration not stated),3,0,5,·
CNC(=O)C(Sc1ccccc1)c1ccccc1 (configuration not stated),-7,-4,30,-4
CCC1CCCN1Cn1cnc2c([nH]c3ccccc32)c1=O (configuration not stated),4,4,0,4
OCCN1CCN(c2nc(-c3ccccc3)nc3c2oc2ccccc23)CC1,-14,-2,27,-2
COC(=O)C1=C(C)Nc2nnnn2C1c1ccc(Cl)cc1Cl (configuration not stated),4,-18,17,-18
CN1C(=O)c2ccc(NC(=O)c3c(F)c(F)c(F)c(F)c3F)cc2C1=O,-39,-9,0,-9
Nn1c(SCC(=O)N2CCN(S(=O)(=O)c3ccc(Cl)cc3)CC2)nnc1-c1cccs1,34,12,·,·
COc1cccc(NC(=O)C(NCC2CCCCC2)c2ccccc2)c1 (configuration not stated),15,0,24,·
C(=N\n1cnnc1)/c1ccc(OC2CSC2)cc1,-16,11,15,11
CC1(C)CC(=O)C2=C(C1)OC(N)=C(C#N)C21CCN(Cc2ccccc2)CC1,-12,-32,-5,-32
Cc1ccc(OCc2nnc(SCC(=O)O)n2N)cc1,27,-14,-20,-14
CC(=O)N1CCN(Cc2nc3cc(NC(=O)c4ccccc4)ccc3n2C)CC1,18,5,·,·
CCC(OC(=O)c1cc2sccc2n1C)C(=O)NCC1CCCO1 (configuration not stated),·,·,13,·
COc1ccc(C(=O)Nc2nccs2)cc1OC,8,26,22,26
CCOC(=O)c1nnn(-c2nonc2N)c1-c1cccc2ccccc12,-3,13,10,13
Cc1ccc(N(CC(=O)Nc2ccc3c(c2)OCCO3)S(=O)(=O)c2c(C)noc2C)cc1,-15,-23,16,-23

# Shown as labelled records: entries from further up
Compound: O=C(Cc1c(F)cccc1Cl)c1ccc(O)cc1O
- Yeast tox = 14
- Yeast tox inhibition % = 15
- eIF2B yeast act = 26
- eIF2B yeast act mutant toxicity = 15

Compound: c1cc2c3c(cccc3c1)C(N1CCCCCC1)=N2
- Yeast tox = -13
- Yeast tox inhibition % = 10
- eIF2B yeast act = -42
- eIF2B yeast act mutant toxicity = 10

# 5 successive entries out of the list so far, quoted:
SMILES,Yeast tox,Yeast tox inhibition %,eIF2B yeast act,eIF2B yeast act mutant toxicity
Cc1ccc(C)c(NC2=NS(=O)(=O)c3ccccc32)c1,-16,-8,6,-8
O=C(OCC(=O)N1CCN(C(=O)c2ccco2)CC1)c1cc(-c2cccc(Br)c2)nc2ccccc12,11,8,·,·
Cc1ccc(CNC(=O)CCCn2c(=O)[nH]c3ccccc3c2=O)cc1,-41,-29,8,-29
COc1ccc(OC)c(N(CC(=O)Nc2ccc(NC(C)=O)cc2)S(C)(=O)=O)c1,-7,-25,42,-25
Cc1cc(SCC(=O)c2ccccc2)nc(C)n1,-2,10,11,10

# Assay outcomes: PubChem, PCMD

# A portion of the library (hit frequency here may not be typical).
